BAP1 block: human BAP1 deubiquitinase inhibition | Q92560 | activity remaining (% of control), % at 20 µM | 0.48% of 72,000 active | recombinant BAP1, Ub-AMC hydrolysis fluorescence kinetic; hits give low values;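 active = activity remaining at or below 50% of control, provided the compound also passes the data quality filters; inactive = the rest, including low values that fail the filters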;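 note: 100% = DMSO wells rate and 0% = substrate alone blank rate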
HePTP inhibitor: human HePTP phosphatase inhibition; recombinant HePTP phosphatase activity, OD absorbance; P35236; inhibition, % at 20 µM; 0.64% of 110,000 active; in the data active = inhibition above about 50%;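 note: plate controls were vehicle for no effect and reference inhibitor for full effect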
Target sequence (P35236 whole entry, looked up): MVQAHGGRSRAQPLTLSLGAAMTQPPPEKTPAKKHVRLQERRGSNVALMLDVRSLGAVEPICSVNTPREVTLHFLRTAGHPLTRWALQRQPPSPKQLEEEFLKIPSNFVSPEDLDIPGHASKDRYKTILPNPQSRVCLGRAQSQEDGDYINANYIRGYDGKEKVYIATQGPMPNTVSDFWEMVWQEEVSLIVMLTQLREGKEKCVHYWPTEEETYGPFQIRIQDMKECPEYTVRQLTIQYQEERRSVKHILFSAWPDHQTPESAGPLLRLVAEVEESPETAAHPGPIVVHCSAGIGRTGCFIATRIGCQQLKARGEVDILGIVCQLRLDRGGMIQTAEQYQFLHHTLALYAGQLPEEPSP
* marks the source's active call; other numbers are inactive results; / = no result given; & = joins results of further samples.

Start of the data: the first 6 entries, to show the layout:
SMILES	BAP1 block	HePTP inhibitor
COC(=O)c1cc(OC)c(OC)cc1NC(=O)Nc1ccc(OC)cc1OC	111	0
CCCn1c(CN2CCN(C(=O)c3ccco3)CC2)nc2c1c(=O)n(C)c(=O)n2C	99	6
O=C(O)c1ccccc1N1C(=O)c2cccc3cccc(c23)C1=O	58	/
COc1ccccc1NC(=O)CN1C(=O)/C(=C\c2cc(OC)c(OC)c(OC)c2)SC1=S	/	7
O=C(NC1CC2CCC1C2)C1COc2ccccc2O1 (configuration not stated)	107	10
O=C(c1ccccc1[N+](=O)[O-])N1CCN(c2cccc(Cl)c2)CC1	/	-7

This part in full (from the top)
SMILES	BAP1 block	HePTP inhibitor
COC(=O)c1cc(OC)c(OC)cc1NC(=O)Nc1ccc(OC)cc1OC	111	0
CCCn1c(CN2CCN(C(=O)c3ccco3)CC2)nc2c1c(=O)n(C)c(=O)n2C	99	6
O=C(O)c1ccccc1N1C(=O)c2cccc3cccc(c23)C1=O	58	/
COc1ccccc1NC(=O)CN1C(=O)/C(=C\c2cc(OC)c(OC)c(OC)c2)SC1=S	/	7
O=C(NC1CC2CCC1C2)C1COc2ccccc2O1 (configuration not stated)	107	10
O=C(c1ccccc1[N+](=O)[O-])N1CCN(c2cccc(Cl)c2)CC1	/	-7
O=C(c1ccccc1F)N1CCN(Cc2cccc(F)c2)CC1	/	-1
COC(=O)c1ccc(N=Cc2ccc(Cl)cc2)cc1	/	12
COc1cc2ccccc2cc1C(=O)Nc1ccc2[nH]c(=O)[nH]c2c1	/	-16
CCCCCCCCn1c(-c2nonc2NC(C)=O)nc2ccccc21	/	5
O=C(NCCOCC(F)(F)C(F)F)c1cc(F)c(F)cc1Cl	63	2
CC(=O)Nc1cc(NC(C)=O)c2nc(N)sc2c1	104	-2
Cc1cc(C)c(C(=O)COC(=O)Cn2cnnn2)cc1C	98	-6
Cc1cccc(-n2ncc3c(N4CC(C)CC(C)C4)ncnc32)c1 (configuration not stated)	88	-1
CCCOC(=O)CCn1c(=S)oc2ccccc21	103	3
CCOC(=O)CNC(=O)c1ccc2c(c1)OCCO2	/	-1
CCCCCn1c(SCC#N)nc2cc(C(=O)NC3CCCCC3)ccc2c1=O	102	8
COC(=O)C1(CCSC)NC(c2ccccc2OC)C2C(=O)N(C)C(=O)C21 (configuration not stated)	102	10
COc1ccc(OC)c(-c2c[n+](=O)c3c(n2[O-])CCCC3)c1	103	5
CCC(C)(C)n1nnnc1C(c1ccc(OC)c(OC)c1)N1CCN(c2ccc(F)cc2)CC1 (configuration not stated)	93	11
O=C1N=c2ccc(Cl)cc2=C1c1sc(=S)n(Cc2ccco2)c1O	/	7
CC1(C)CC(NC(=O)c2ccccc2F)CC(C)(C)N1	/	3
CC(/C=C/c1ccc(Cl)o1)=C\C(=O)O	89	0
CCc1ccc(CCC(=O)Nc2ccc(C)cc2C)o1	68	2
COC(=O)c1c(NC(=O)CSc2nccn2C)sc2c1CCC(C(C)(C)C)C2 (configuration not stated)	83	/

Two records picked at random from the list so far, as already listed:
SMILES	BAP1 block	HePTP inhibitor
O=C(NC1CC2CCC1C2)C1COc2ccccc2O1 (configuration not stated)	107	10
COC(=O)c1ccc(N=Cc2ccc(Cl)cc2)cc1	/	12

Later entries:
SMILES	BAP1 block	HePTP inhibitor
CC(=O)Nc1ccc(S(=O)(=O)Nc2ccccc2C(N)=O)cc1	/	6
CCN1c2ccccc2-c2nc3ccccc3n2C1c1cccnc1 (configuration not stated)	867	6
Cc1cccc(NC(=O)Cc2ccccc2)c1	/	-4
COC(=O)c1ccc(S(=O)(=O)N(Cc2cc3cc4c(cc3[nH]c2=O)OCO4)C2CCCCC2)cc1	43*	5
CCC(=O)Nc1ccc(Cl)c(-c2nc3ncccc3o2)c1	/	1
CN(C)CCSc1nc(O)c(-c2ccccc2)c(=O)n1-c1ccccc1	75	1
O=[N+]([O-])c1ccc(OCC(O)CN2CCOCC2)cc1 (configuration not stated)	/	-15
CCN(CC)c1ccc(/C=N/N2C(=O)c3ccccc3C2=O)cc1	/	102*
O=C(c1c(Cl)cccc1Cl)N1CCN(c2ccc(Cl)cc2)CC1	/	6
COCCCN1CC23C=CC(O2)C(C(=O)OC)C3C1=O (configuration not stated)	110	/
COCC(C)n1c(C)cc(C(=O)COc2ccc(S(=O)(=O)N3CCOCC3)cc2Cl)c1C (configuration not stated)	95	6
COc1cccc(-n2nnc3c(=O)n(Cc4ccc(F)cc4)cnc32)c1	76	-6
CCCn1cnc2cc(NCc3cccc(OC)c3)ccc21	151	6
CCCOc1ccc(N2C(=O)CC(N(O)c3ccccc3)C2=O)cc1 (configuration not stated)	103	2
Clc1cccc(Cl)c1OCCCN1CCOCC1	/	-13
O=[N+]([O-])c1ccc(NCCNCCO)c(Cl)c1	/	-7
CCC(=O)N1c2ccccc2NC2=C(C(=O)CC(c3ccccc3)C2)C1c1cccc([N+](=O)[O-])c1 (configuration not stated)	/	1
O=C(NNC(=O)c1ccc2ccccc2c1)c1ccc(Cl)cc1	/	-4
Cn1c(SCc2nc3ccccc3c(=O)[nH]2)nnc1-c1ccco1	/	-4
CC(=O)c1c(N2CCCCC2)nc2ccc(Br)cc2c1-c1ccccc1	75	/
CCOC(=O)Nc1sc(C)c(CC)c1C(=O)OC	/	-13
c1nc(N2CCNCC2)c2sc3nc(N4CCOCC4)c4c(c3c2n1)CCC4	/	16
O=C(O)Cn1nnnc1SCC(=O)Nc1ccc(OC(F)(F)F)cc1	96	-2
C=CCc1cccc(CNc2nc3ccccc3n2C(C)C)c1O	84	10
CC(SC1CCCC1)C(=O)NC(C)(C#N)C(C)C (configuration not stated)	103	5

4 of these compounds in a different format:
Structure: Clc1cccc(Cl)c1OCCCN1CCOCC1
  BAP1 block: /	HePTP inhibitor: -13

Structure: O=[N+]([O-])c1ccc(NCCNCCO)c(Cl)c1
  BAP1 block: /	HePTP inhibitor: -7

Structure: CCC(=O)N1c2ccccc2NC2=C(C(=O)CC(c3ccccc3)C2)C1c1cccc([N+](=O)[O-])c1 (configuration not stated)
  BAP1 block: /	HePTP inhibitor: 1

Structure: O=C(NNC(=O)c1ccc2ccccc2c1)c1ccc(Cl)cc1
  BAP1 block: /	HePTP inhibitor: -4

Next records follow.
SMILES	BAP1 block	HePTP inhibitor
O=C(CCNS(=O)(=O)c1cccc2nsnc12)NCCc1ccccc1	/	6
COC(=O)c1[nH]cnc1C(=O)Nc1ccc(C)cc1C(=O)c1ccccc1	77	0
c1ccc(Nc2c3c(nc4ncnn24)CCC3)cc1	99	-11
COc1ccc(OC)c(NC(=O)C2CN(S(=O)(=O)c3ccccc3)CCN2S(=O)(=O)c2ccccc2)c1 (configuration not stated)	/	8
O=S1(=O)Nc2c(ccc3cccnc23)-c2ccccc21	90	1
CCN(CC)c1ccc(NC(=O)c2cccc(C)c2)cc1	/	9
CCCC(=O)Nc1c2c(nn1-c1ccc(OC)cc1)CS(=O)(=O)C2	104	5
Cc1ccc(N2C(=O)CC(NCc3ccc(Cl)cc3Cl)C2=O)cc1 (configuration not stated)	/	8
CC(=O)N1CCc2cc(Br)cc(S(=O)(=O)NCCCN3CCC(C)CC3)c21	83	1
CCOC(=O)c1cc2sc(C)cc2n1CC(=O)NCc1ccc(F)cc1	/	4
Cc1cccc(S(=O)(=O)c2c(N)n(/N=C/c3ccco3)c3nc4ccccc4nc23)c1	/	5
CCOC(=O)C1=C(N)N2C(=O)CSC2=C(C(=O)OC)C1	91	2
C=CCNC(=O)COc1ccc2ccccc2c1	/	-8
COc1cccc(CNC(=O)Cn2c(=O)oc3ccccc32)c1OC	95	12
CCOC(=O)C1CCN(CN2C(=O)C(=O)c3cc(Br)ccc32)CC1	/	8
N#Cc1nc(COc2cccc(Cl)c2)oc1N1CCCC1	108	2
CN(Cc1ccccc1)c1nc2c(c(=O)[nH]c(=O)n2C)n1CCSc1nc2ccccc2[nH]1	84	3
O=C(COc1ccccc1[N+](=O)[O-])Nc1ccc(-c2nc3ncccc3o2)cc1	/	65*
COc1cccc(N2C(=O)/C(=C/c3cc(OC)c(OC)c(OC)c3)SC2=S)c1	/	0
CCOC(=O)CSC1=Nc2ccccc2C2=NC(CC(=O)NCc3ccc4c(c3)OCO4)C(=O)N12 (configuration not stated)	80	2
CCOC(=O)C1C2C=CC3(CN(c4ccccc4CC)C(=O)C13)O2 (configuration not stated)	102	/
Cc1cc(C(=O)N2CCN(c3ccccn3)CC2)c(C)o1	/	5
CC(=O)Nc1cccc(-c2cnc3ccccc3n2)c1	94	-4
CCOC(=O)Cn1c(=O)oc2cc(S(=O)(=O)NC3CCCc4ccccc43)ccc21 (configuration not stated)	90	9
COc1ccc(CNc2nc3c(c(=O)[nH]c(=O)n3C)n2CCCc2ccccc2)cc1	51	7

New compounds follow:
SMILES	BAP1 block	HePTP inhibitor
O=S1(=O)CCC(NS(=O)(=O)c2ccc(F)cc2)C1 (configuration not stated)	/	-10
COCCCNCCCCOc1cc(C)cc(C)c1C	/	5
CC(=O)Nc1ccc(C(=O)CSc2nnc(-c3ccc(O)cc3)n2CC2CCCO2)cc1 (configuration not stated)	108	8
Cc1ccc(NC(=O)c2cc(C(=O)Nc3ccc(C)c(C)c3)cc(N3C(=O)c4ccccc4C3=O)c2)cc1C	/	-4
COC(=O)COc1ccc(Oc2cc(C)nc(SC)n2)nn1	123	-4
CCN(CC)CC(=O)Nc1c(Br)ccc2c1OCO2	100	-1
OC1(c2ccccc2)c2ccccc2-c2ncccc21 (configuration not stated)	/	-13
CCOc1cccc(C(=O)Nc2ccc3nn(-c4ccc(F)cc4)nc3c2)c1	/	7
O=C1C2C(C(=O)N1Cc1cccnc1)C1C=CC2C12CC2 (configuration not stated)	76	8&5
CCOC(=O)/C=C1\SCC(=O)N1CC(O)CN1C(=O)CS/C1=C\C(=O)OCC	122	-2
O=C(Nc1c(-c2ccccc2)nc2c(Br)cc(Br)cn12)c1ccco1	93	2
O=C(NC1CCN(C(=O)Nc2ccccc2)CC1)C1CCCCC1	101	6
COc1ccccc1N1CCN(CC(O)COC2CC(C)CCC2C(C)C)CC1 (configuration not stated)	/	-7
Oc1ccc2ccccc2c1/C=N/Nc1nnc(-c2ccccc2)c(-c2ccccc2)n1	/	1
CCCSc1nc(N)c(C#N)c(-c2ccccc2)c1C#N	/	-13
O=C(c1nn2c(C(F)(F)F)cc(-c3cccs3)nc2c1Cl)N1CCOCC1	/	-21
CCCC1=NN(c2nc3ccccc3s2)C(=O)/C1=C(\C)N1CCOCC1	/	-5
CCCOc1ccc(C(=O)Nc2sc(CC)cc2C(=O)OCC)cc1	/	2
CCOc1ccc2sc(C=NC3CCCCC3)c(O)c2c1	/	-13
Cc1cccc(C)c1OCC(O)CN (configuration not stated)	85	8
Cc1c(NC(=O)CSc2nnnn2Cc2ccccc2)c(=O)n(-c2ccccc2)n1C	139	6
COc1cccc2c1N(C(=O)c1ccc(F)cc1)C(C)(C)c1ssc(=S)c1-2	/	10
O=C(O)CCCNC(=O)c1cn(-c2ccccc2)nc1-c1ccccc1	/	-10
COc1cc(C=C2C(=O)c3ccccc3C2=O)cc(I)c1OCc1ccc(Cl)cc1	/	10
Cc1cccc(NC(=O)Cn2cnc3sc(C)c(S(=O)(=O)N4CCC(C)CC4)c3c2=O)n1	/	-12
CCOC(=O)/C=C1\NC2(CCCCC2)Cc2cc(OC)c(OC)cc21	/	-5
O=C(COc1ccc(F)cc1)N(CC1=CCS(=O)(=O)C1)c1ccccc1	87	-10
O=C(c1cccs1)N1CCN=C1SCc1ccccc1	101	5

Screens from PubChem.
